Epigenetic reg = regulators of epigenetic silencing causing reporter derepression in mouse cells. murine LDR cells, GFP reporter derepression, 30 h. Potency, µM (titrated, usually from 53.9 µM), for the others: top-dose GFP activation, most hits filed as activators. actives 0.2% (n = 280,000); also: potency is read from the fitted curve at half-maximal effect; % of control where 0% means no effect; nearly all actives have a fitted effect of over 60% in size
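Derepression of a silenced CMV-GFP reporter in murine LDR cells is scored by enumerating GFP-positive cells with a laser-scanning microplate cytometer after 30 hours of treatment at 37 C.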
NPSR antag = antagonists of human neuropeptide S receptor cAMP signaling; Q6W5P4; CHO-NPSR cells, cAMP TR-FRET, antagonist mode; Potency, µM (series often up to 38.3 µM), for the others: at the highest dose activity change, negative = inhibition, actives largely listed as inhibitors; actives 1% (n = 220,000); AID 1461; also: potency is read from the fitted curve at half-maximal effect; % is scaled to controls: 0 for no effect and ±100 for the full control effect; nearly all actives have a fitted effect of over 50% in size; many of its hits are not listed in these tables
Target sequence (Q6W5P4 whole entry, looked up): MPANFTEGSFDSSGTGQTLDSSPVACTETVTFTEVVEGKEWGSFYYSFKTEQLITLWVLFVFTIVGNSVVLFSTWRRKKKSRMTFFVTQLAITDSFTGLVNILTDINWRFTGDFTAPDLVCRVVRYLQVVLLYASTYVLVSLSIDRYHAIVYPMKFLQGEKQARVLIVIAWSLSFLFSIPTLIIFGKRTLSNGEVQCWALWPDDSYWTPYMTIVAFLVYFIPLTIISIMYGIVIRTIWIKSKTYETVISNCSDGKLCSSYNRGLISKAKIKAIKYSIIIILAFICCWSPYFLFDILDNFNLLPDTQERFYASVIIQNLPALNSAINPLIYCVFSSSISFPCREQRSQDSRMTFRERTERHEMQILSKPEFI
Tau fluor cs = counter-screen for tau fibril formation inhibitors | tau K18 P301L Alexa594 fluorescence, heparin fibrillization | actives 0.93% (n = 280,000) | Potency, µM (doses to about 57.7 µM), without a hit: at the highest dose activity change, negative = decrease; also: potency is read from the fitted curve at half-maximal effect; % is scaled to controls: 0 for no effect and ±100 for the full control effect; nearly all actives have a fitted effect of over 55% in size
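Human tau K18 P301L (15 uM unlabeled, 0.24 uM Alexa 594-labeled) in 100 mM sodium acetate pH 7 with 20 uM heparin, 6 hr at 37 C. ThT 30 uM added, 1 hr ambient; Alexa 594 FP and total fluorescence read at 555/632 nm.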
TR SRC2 fluor cs = counter-screen for TRb-SRC2 inhibitors: fluorescence interference; TRb/SRC2 Texas Red total fluorescence interference; Potency, µM (series often up to 106 µM), for the others: at the top dose fluorescence change, negative = quenching; actives 0.29% (n = 280,000); AID 1479; active = well fitted curve in either direction with a large enough effect; inconclusive = small, poorly fitted or top-dose-only effect; also: potency is read from the fitted curve at half-maximal effect; % is scaled to controls: 0 for no effect and ±100 for the full control effect
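Human TRβ ligand-binding domain (0.6 uM) and Texas Red SRC2 peptide (20 nM) in Tris buffer with 1 uM T3 and 5% DMSO were incubated with pinned compound for 5 hr at ambient temperature. Total fluorescence was computed as S + 2P (555/632 nm).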
aGal spleen mod = alpha-galactosidase A (human) modulation. P06280. human spleen homogenate, 4MU-alpha-Gal fluorescence, 40 min. Potency, µM (top dose mostly 80 µM), without a hit: at the highest dose activity change, negative = inhibition, hits mostly inhibitors. actives 0.008% (n = 240,000). AID 2107;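 also: potency is read from the fitted curve at half-maximal effect; 0% = enzyme with vehicle and -100% = no enzyme basal signal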
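Inhibition or activation of alpha-galactosidase in human spleen homogenate is scored by 4-MU fluorescence after 40 min at 37C, pH 5.0, with 1 mM substrate. AC50s come from concentration-response fitted to the Hill equation.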
Tau FP inhib = tau fibrillization inhibition (FP); P10636; K18 P301L tau heparin fibrillization, Alexa594 FP, 6 h; Potency, µM (series often up to 57.7 µM), for inactives: at the top dose activity, negative = inhibition, hits mostly inhibitors; actives 0.39% (n = 280,000); AID 1468; also: potency is read from the fitted curve at half-maximal effect; % is scaled to controls: 0 for no effect and ±100 for the full control effect; nearly all actives have a fitted effect of over 55% in size
Target sequence (P10636 561-689 P618L limits assumed): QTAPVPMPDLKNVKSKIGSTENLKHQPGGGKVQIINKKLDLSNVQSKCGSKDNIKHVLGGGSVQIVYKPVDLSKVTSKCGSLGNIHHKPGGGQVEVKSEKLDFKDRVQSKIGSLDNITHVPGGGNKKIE
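Human tau K18 […] P301L fragment, 15 uM unlabeled plus 0.24 uM Alexa 594-labeled tau (final), with compound and 20 uM heparin in 100 mM sodium acetate pH 7; 6 hr at 37 C, then Alexa 594 FP read.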
CBFb RUNX1 block = inhibitors of human CBF-beta and RUNX1 interaction; Q01196+Q13951; AlphaScreen CBFb-His/RUNX1-biotin binding, biochemical; Potency, µM (highest dose often 59.8 µM), without a hit: at the highest dose activity, negative = inhibition, hits mostly inhibitors; 230,000 tested, under 10 active; also: % of control where 0% means no effect
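CBFb-His/RUNX1-biotin, 30 nM each, preincubated 20 min RT; compound 15 min RT; Ni + streptavidin beads 50 ng each, 90 min RT; AlphaScreen read.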
TRb-SRC2 inh = disrupts binding of human TR beta to SRC2. P10828. Potency, µM (top dose mostly 106 µM), inactives show at the highest dose activity change, negative = inhibition, hits mostly inhibitors. TRbeta-SRC2 peptide binding, fluorescence polarization; receptor liganded with 1 µM T3. actives 0.065% (n = 280,000);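 also: potency is read from the fitted curve at half-maximal effect; plate controls were bound peptide for no effect and peptide without receptor for full effect; nearly all actives have a fitted effect of over 50% in size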
Target sequence (P10828 whole entry, looked up): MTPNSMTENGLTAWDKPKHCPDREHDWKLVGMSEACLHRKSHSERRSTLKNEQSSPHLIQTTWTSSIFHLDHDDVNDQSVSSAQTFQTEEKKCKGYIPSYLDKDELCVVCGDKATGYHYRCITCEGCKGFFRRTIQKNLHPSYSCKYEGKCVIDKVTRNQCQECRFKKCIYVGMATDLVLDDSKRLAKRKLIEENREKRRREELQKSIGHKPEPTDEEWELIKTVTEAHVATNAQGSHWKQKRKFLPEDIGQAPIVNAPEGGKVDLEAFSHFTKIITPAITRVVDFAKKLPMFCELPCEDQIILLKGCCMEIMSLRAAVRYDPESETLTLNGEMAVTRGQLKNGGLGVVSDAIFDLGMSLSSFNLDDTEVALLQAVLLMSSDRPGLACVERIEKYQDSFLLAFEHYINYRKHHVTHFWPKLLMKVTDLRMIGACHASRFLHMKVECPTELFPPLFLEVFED
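Compounds were added to 0.6 uM TRb ligand-binding domain and 20 nM Texas Red-labeled SRC2 peptide in Tris buffer containing 1 uM T3, incubated 5 hr at ambient temperature, then read by fluorescence polarization.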
Active calls of the source: *; u = inconclusive; x = no result given; [ ] = another dose, or the depositor's remark. Unless noted, calls follow the shape of the dose curve; as a rule, active = well fitted curve in the direction sought with a large enough effect; inconclusive = small, poorly fitted or top-dose-only effect, or another doubt; inactive = no such curve, though single readings can be large; an effect the other way counts as inactive or inconclusive. Only part of the results is shown; count on the stated rates, not on these rows.

smiles	Epigenetic reg	Tau fluor cs	CBFb RUNX1 block	TR SRC2 fluor cs	Tau FP inhib	TRb-SRC2 inh	NPSR antag	aGal spleen mod
CCC1c2ccc(C)n2CCN1C(=O)Nc1cc(Cl)ccc1OC (stereo not given)	u	-27.6%	-0.5%	-2.7%	u	0.0%	-23.1%	u
Cc1ccc(NC(=O)c2nc3nccc(C)n3n2)c(C)c1	-4.5%	8.6%	-1.7%	-4.1%	11.8%	-5.1%	9.2%	-1.6%
Cc1ccc(CNC(=O)CN2C(=O)CCn3nc(-c4ccccc4)cc32)cc1	0.8%	-6.2%	x	-5.6%	u	6.6%	x	x
COC(=O)C1CCN(c2cnccn2)CC1	-2.8%	-1.6%	2.6%	-0.1%	0.3%	-11.9%	-22.3%	-1.0%
Cn1nc(-c2ccc(Cl)cc2)c2cc(C(=O)NCCCN3CCCC3)sc21	0.8%	u	-0.6%	-1.8%	-10.7%	2.1%	10µM*	11.5%
COc1ccccc1OCCn1c(-c2ccc(Cl)cc2)nc2ccccc2c1=O	-3.5%	-14.7%	x	0.9%	-9.2%	6.2%	x	x
Cc1cc(C)c(S(=O)(=O)N2CCOC2CNC(=O)C(=O)NCCc2c[nH]c3ccccc23)c(C)c1 (stereo not given)	-3.1%	u	1.0%[2.36 µM]	-1.1%	-1.1%	5.8%	-8.8%	-0.2%
COc1ccc(C2CC(=O)C=C(O)C2)cc1 (stereo not given)	-2.2%	-4.8%	5.9%	-3.0%	9.5%	5.1%	0.4%	3.6%
CCCCNc1nc2ccccc2n1CC(=O)N1CCc2ccccc2C1	1.7%	-5.7%	5.1%	-0.6%	-5.3%	7.0%	-5.6%[46.1 µM]	-5.2%
N#Cc1c(NC(=O)CN2CCOCC2)oc(-c2ccccc2)c1-c1ccccc1	-1.1%	-29.1%	-10.7%	-7.2%	-10.7%	-4.4%	-24.8%[46.1 µM]	-6.9%
Cc1ccc(/C=C2\SC(N)=NC2=O)s1	17.5%	-16.1%	-15.5%	-2.8%	-4.8%	2.3%	-42.6%	-1.7%
COc1cc(C2c3c([nH]c(=O)[nH]c3=O)Nc3ccc4ccccc4c32)ccc1O (stereo not given)	-2.9%	u	0.6%	0.1%	11.0%	-0.3%	4.3%	-3.4%
O=C(O)C1CCN(C(=O)c2csc(-c3ccc4c(c3)CCO4)n2)CC1	3.2%	-0.5%	11.6%	-6.0%	-2.9%	0.4%	-2.2%	-0.1%
O=c1cc(CO)occ1O	1.6%	-2.7%	8.2%[21.7 µM]	-0.3%	-4.9%	3.0%	x	2.1%
O=C(CCc1nc2ccccc2c(=O)[nH]1)N1CCN(C/C=C/c2ccccc2)CC1	0.0%	5.9%	4.3%	-0.2%	1.0%	6.8%	-13.8%[46.1 µM]	-0.1%
COC(=O)c1ccc(NC(=O)C2CCN(c3ncnc4c3nc3n4CCCCC3)CC2)cc1	-1.2%	-14.4%	x	-4.8%	-3.0%	-1.0%	x	x
C/C(Cn1nnc2ccccc21)=N\OC(=O)c1ccccc1C	1.3%	-4.4%	-7.9%	1.2%	-1.9%	1.1%	3.9%	-8.4%
CC(C)(C)C(=O)COC(=O)c1cccc(NC(=O)c2ccco2)c1	-1.4%	-9.2%	0.2%	-3.1%	-14.0%	1.9%	-12.0%[46.1 µM]	-8.7%
CCCCOc1nc(N2CCOCC2)nc(C)c1[N+](=O)[O-]	-1.4%	u	10.1%	-1.8%	-16.0%	-2.5%	1.2%[7.67 µM]	-12.8%
CCCCn1nc2cc(C(=O)NC3CCc4ccccc43)ccc2c1OCC (stereo not given)	-2.3%	-9.0%	1.3%	-2.4%	9.5%	-6.9%	2.1%[46.1 µM]	6.3%
O=C1COc2ccc(C(=O)COC(=O)CCSc3ccccc3)cc2N1	-0.1%	-22.3%	3.8%	-1.0%	-16.3%	5.0%	-0.1%	8.5%
CCCCCNC(=O)C1CCC(Cn2c(=S)[nH]c3ccccc3c2=O)CC1 (stereo not given)	0.3%	-6.8%	-1.0%	-3.5%	2.5%	-2.9%	-19.3%	-5.8%
CCOC(=O)C1=NNC(C(=O)c2ccc(Cl)cc2)C1c1ccccc1 (stereo not given)	-0.9%	-5.1%	3.9%	-1.1%	-5.7%	-6.7%	-26.6%	2.9%
CCc1ccc(N(CC)C(=O)Cn2cnc3sc(C)c(S(=O)(=O)N4CCN(c5ncccn5)CC4)c3c2=O)cc1	-1.8%	-10.5%	x	1.4%	0.2%	3.0%	x	x
COc1cccc2c1CCC1CC(=O)CC[C@@]21C (stereo not given in full)	0.4%	-4.1%	x	-37.2%	8.9%	-8.1%	x	-1.3%
O=C(CC(c1cccs1)N1Cc2ccccc2C1=O)Nc1ccc(F)cc1F (stereo not given)	5.5%	-7.5%	x	0.8%	1.8%	-1.2%	x	x
NC(=O)Oc1cccc(OC(N)=O)c1	1.3%	-9.4%	4.1%	-0.1%	-0.8%	4.3%	-36.0%	-0.9%
O=C1OC(Nc2nc3ccccc3s2)c2ccccc21 (stereo not given)	-1.9%	-1.3%	5.1%	-1.2%	-10.1%	-13.8%	7.2%[46.1 µM]	22.9%
Cc1cc(C)cc(N(CC(=O)Nc2ccc(-c3nc4ccc(C)cc4s3)cc2)S(C)(=O)=O)c1	14.2%	u	7.5%	2.3%	u	-3.3%	-49.3%	-2.4%
CC(C)C[C@@H](CC(=O)N[C@@H](CCC(=O)O)CC(=O)O)NC(=O)[C@@H]1CCCC[C@H]1NC(=O)C[C@@H](NC(=O)C[C@H](Cc1ccccc1)NC(=O)[C@@H]1CNCC[C@H]1N)C(C)C	6.8%	3.3%	1.3%	-2.8%	0.0%	-0.1%	x	-17.0%
Cc1cc(F)ccc1S(=O)(=O)Nc1ccccc1C(=O)Nc1ncn[nH]1	-7.2%	-15.3%	12.5%	2.5%	3.1%	-2.6%	-21.1%[46.1 µM]	-6.3%
O=C(Nc1nc2ccccc2s1)c1ccc2c(c1)S(=O)(=O)c1ccccc1C2=O	-0.2%	-10.9%	17.3%	-4.7%	0.2%	-5.2%	-10.7%	1.2%
Cn1c(SCC(=O)NCC2CCCO2)nnc1-c1cccc(NC(=O)c2ccccc2F)c1 (stereo not given)	3.0%	-6.8%	7.5%	-1.9%	3.6%	10.9%	4.1%	-10.5%
CN1CCN(C(=O)c2ccc3c(=O)n(Cc4ccco4)c(=S)[nH]c3c2)CC1	2.4%	-10.9%	-3.4%	-0.7%	-2.6%	-2.3%	-9.7%[46.1 µM]	4.8%
Cc1cc(C[n+]2ncsc2N)c2ncccc2c1	-2.2%	7.3%	-2.4%	-0.6%	2.3%	2.3%	-7.5%	-5.2%
CC[n+]1ccc(C)c2cc(S(=O)C(F)(F)F)ccc21 (stereo not given)	2.0%	-11.2%	0.2%	2.1%	9.3%	2.8%	-8.2%[46.1 µM]	15.8%

Profiles, looked up by structure:
Listed for `O=c1cc(CO)occ1O` : Epigenetic reg: 1.6%; Tau fluor cs: -2.7%; CBFb RUNX1 block: 8.2%[21.7 µM]; TR SRC2 fluor cs: -0.3%; Tau FP inhib: -4.9%; TRb-SRC2 inh: 3.0%; NPSR antag: x; aGal spleen mod: 2.1%
Listed for `Cc1cc(C)c(S(=O)(=O)N2CCOC2CNC(=O)C(=O)NCCc2c[nH]c3ccccc23)c(C)c1` (stereo not given) : Epigenetic reg: -3.1%; Tau fluor cs: u; CBFb RUNX1 block: 1.0%[2.36 µM]; TR SRC2 fluor cs: -1.1%; Tau FP inhib: -1.1%; TRb-SRC2 inh: 5.8%; NPSR antag: -8.8%; aGal spleen mod: -0.2%

Continued:
smiles	Epigenetic reg	Tau fluor cs	CBFb RUNX1 block	TR SRC2 fluor cs	Tau FP inhib	TRb-SRC2 inh	NPSR antag	aGal spleen mod
CO[C@H]1COC(=O)C/C=C\[C@@H](C)COC(=O)[C@H]2CCCN2C(=O)C/C=C\[C@H]1C	0.0%[10.1 µM]	-5.8%[11.6 µM]	15.7%[13.1 µM]	2.6%[11.2 µM]	-0.4%[11.6 µM]	1.7%[11.2 µM]	x	-5.1%[17.5 µM]
O=C(c1ccc2c(c1)OCCO2)N1CCCC(CNS(=O)(=O)c2cccs2)C1 (stereo not given)	-4.5%	0.9%	9.6%	-4.3%	8.5%	-4.3%	-5.5%	6.7%
Cc1cc(C)cc(COn2ccnc2)c1	-0.7%	2.9%	2.5%	-1.0%	-0.6%	10.7%	10.0%[46.1 µM]	-6.2%
Nc1nc(N)c(S(=O)(=O)c2ccccc2)c(Nc2ccccc2)n1	17.0%	-26.0%	x	-2.3%	u	8.2%	x	x
Cc1cccc(C)c1Nc1nnc(SCC(=O)NCc2ccco2)s1	-2.8%	-2.3%	-2.4%	-6.4%	1.1%	2.8%	4.8%[46.1 µM]	-6.3%
CCc1cccc(NC(=O)CCc2c(C)nc3c(-c4ccccc4)c(C)nn3c2C)c1	-0.3%	u	x	-4.1%	-12.8%	-6.2%	x	x
COCCNc1ncnc2ccc(-c3ccccc3CN(C)C)cc12	-0.2%	-1.5%	x	-0.3%	1.8%	1.3%	x	-6.9%
CC(C(=O)O)N1C(=O)c2cccc3cccc1c23 (stereo not given)	0.0%	3.0%	5.1%	-0.8%	3.1%	-15.5%	-1.4%[46.1 µM]	18.3%
CCOc1ccc(-n2cccc2C=O)cc1	-1.0%	-7.8%	5.0%	-1.7%	2.2%	-10.2%	25.7%	1.6%
C[C@@H]1C=C(C(=O)NCc2ccccc2)O[C@H](OCc2ccc(CO)cc2)C1	-2.0%	-14.3%	-0.9%	-0.8%	2.4%	4.2%	7.6%	-0.1%
CN1C(=O)C(CC(=O)Nc2ccc(F)cc2)N(NC(=O)c2cccc(F)c2)C1=S (stereo not given)	1.3%	-9.2%	4.9%	-1.3%	5.5%	0.0%	1.2%	2.1%
COc1ccccc1N(C)S(=O)(=O)c1ccc(C(=O)OCC(=O)NCCC2=CCCCC2)cc1	-1.8%	-7.4%	10.2%	-0.6%	6.9%	3.7%	5.5%	12.7%
COc1ccccc1CNC(=O)CCNC(=O)Cn1cnc2ccccc2c1=O	-0.9%	-8.9%	-1.7%	-0.7%	-13.8%	-19.3%	0.8%[46.1 µM]	7.8%

Screening data deposited in PubChem by National Center for Advancing Translational Sciences (NCATS).
